HT1080 cytotoxicity – cytotoxicity in HT1080 fibrosarcoma cells, cell-based, fluorescence readout (AID 620) | 87,000 compounds, 0.42% hits | one-dose cytotoxicity, % at 10 µM; EC50 in µM for titrated hits | HT1080 viability, fluorescence; higher % means a stronger effect; in the data active = cytotoxicity above about 50%;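 also: cells exposed to compound overnight then 4 h with Alamar Blue; 0% = vehicle DMSO and 100% = killing control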
* marks the source's active call; other numbers are inactive results; & = joins results of further samples. Some of the compounds tested; rates above refer to the full screens.

Compound	HT1080 cytotoxicity
Cc1ccc(NC(=O)COc2ccc(Br)cc2CO)cc1	11%
COc1cc2c(cc1NC(=O)C(C)OC(=O)C1CC(=O)N(Cc3ccco3)C1)oc1ccccc12 (stereo unspecified)	0%
CCn1c(SCC(=O)NC(=O)NCc2ccco2)nnc1-c1cccs1	-17%
COC(=O)c1cccc(COC(=O)c2ccc(CS(=O)(=O)c3ccc(C)cc3)cc2)c1	-15%
CCCCNC(=O)C1CCN(c2nc(OC)nc(OC)n2)CC1	0%
Cc1c(NS(=O)(=O)c2cccc(C(=O)NCc3ccccc3)c2)c(=O)n(-c2ccccc2)n1C	-11%
CCOC(=O)C1=C(N)OC2=C(C(=O)CC(C)(C)C2)C1c1cccs1 (stereo unspecified)	-12%
Oc1oc(-c2ccccc2)nc1C=Nc1ccccc1	-9%
CC1=C(C(=O)OCc2ccccc2)C(c2ccc(C(F)(F)F)cc2)NC(=O)N1CCCCCC(=O)O (stereo unspecified)	-28%&-12%
Cc1ccc2nc(NCCCO)nc(-c3ccccc3)c2c1	5%

Sorted by number of heavy atoms (smallest number first): seven of the compounds above
Compound	HT1080 cytotoxicity
Oc1oc(-c2ccccc2)nc1C=Nc1ccccc1	-9%
Cc1ccc2nc(NCCCO)nc(-c3ccccc3)c2c1	5%
CCCCNC(=O)C1CCN(c2nc(OC)nc(OC)n2)CC1	0%
CCOC(=O)C1=C(N)OC2=C(C(=O)CC(C)(C)C2)C1c1cccs1 (stereo unspecified)	-12%
CCn1c(SCC(=O)NC(=O)NCc2ccco2)nnc1-c1cccs1	-17%
COC(=O)c1cccc(COC(=O)c2ccc(CS(=O)(=O)c3ccc(C)cc3)cc2)c1	-15%
CC1=C(C(=O)OCc2ccccc2)C(c2ccc(C(F)(F)F)cc2)NC(=O)N1CCCCCC(=O)O (stereo unspecified)	-28%&-12%

The main list resumes, repeating the three entries before the break.
Compound	HT1080 cytotoxicity
Oc1oc(-c2ccccc2)nc1C=Nc1ccccc1	-9%
CC1=C(C(=O)OCc2ccccc2)C(c2ccc(C(F)(F)F)cc2)NC(=O)N1CCCCCC(=O)O (stereo unspecified)	-28%&-12%
Cc1ccc2nc(NCCCO)nc(-c3ccccc3)c2c1	5%
CCC(=NCc1ccccc1)c1c(C(F)(F)F)[nH]n(-c2nc3ccccc3s2)c1=O	8%
Cc1ccc(NC(=O)CN2CCN(c3ccccn3)CC2)c(Cl)c1	2%
CCCC(=O)Nc1sc2c(c1C(=O)OC)C(C(=O)OC)CC2 (stereo unspecified)	4%
C=CCC1c2cccc(C(=O)O)c2C(=O)N1c1ccc(Cl)cc1 (stereo unspecified)	10%
O=C(CSCCO)Nc1ccc(C23CC4CC(CC(C4)C2)C3)cc1	33%
CC(C)NC(=O)c1ccc(COCC(F)(F)F)cc1	-10%
COC(=O)c1cc(OC)c(OC)cc1NC(=O)c1ccc(C)cc1	5%
O=C(Nc1ccc2nc(-c3cccnc3)[nH]c2c1)c1ccccc1F	11%
N#Cc1c(N)sc2c1CCN(CCc1ccccc1)C2	-5%
Cc1ccc(-n2ccc(=O)c(C(=O)O)n2)cc1	3%
CCN(CC)c1ccc(NC(=O)c2cccnc2)c(C)c1	-18%
O=C(OCc1ccccn1)c1ccc(COc2ccccc2Cl)o1	-15%
CC1(C)NC(=O)N(CC(=O)OCC(=O)Nc2cccc(F)c2)C1=O	5%
O=C1C2Sc3[nH]c(=O)sc3C(c3ccccc3)C2C(=O)N1c1ccc(Cl)cc1 (stereo unspecified)	-14%
COc1ccc(OC)c(/C=N/N(C)c2ccccc2)c1	1%
Cc1cc(C)nc(N(C#N)CCOc2ccc(Cl)cc2)n1	-13%
O=C(Nc1ccc(Cl)cc1)NC1CCCCC1Cc1ccco1 (stereo unspecified)	-4%
CC(=O)c1ccc(N2CCN(c3ncc(C(F)(F)F)cc3Cl)CC2)cc1	15%
O=C1NC(=O)/C(=C\c2ccc(Sc3ccc(Cl)cc3)o2)N1	-5%
Cn1c(Cc2ccccc2)nnc1SCC(=O)N1CCCCC1	-3%
O=C(Cc1ccccc1I)Nc1ccccc1	4%
CCOC(=O)c1ccc(N=C2C(=S)N(c3ccc(C(=O)OCC)cc3)C(=N)N2/N=C/c2ccccc2)cc1	-6%
COc1ccc(N=C2SC(C(N)=O)CC(=O)N2CCc2ccc(OC)c(OC)c2)cc1 (stereo unspecified)	3%
COc1cc(/C=N/Nc2nc(N3CCCC3)nc(N3CCCC3)n2)ccc1O	-3%
COc1ccc(S(=O)(=O)NC(C)(C)C)cc1-c1nnc2c3ccccc3c(C)nn12	4%
COc1ccc(N(CC(=O)NCCSC2CCCCC2)S(C)(=O)=O)c(OC)c1	23%
CCOc1ccc(NC(=O)c2cc3cc4ccc(OC)cc4nc3o2)cc1	-5%
COc1ccc(N2CCN(C(=O)Cc3cccs3)CC2)cc1	-16%
Cc1ccc(-c2nc(SCC(N)=O)c(C#N)c3c2CCCC3)cc1	2%
Cc1nc2sc(-c3ccccc3)cc2c(=O)[nH]1	-12%
CCC(C)c1ccc(OCCCCN2CCOCC2)cc1 (stereo unspecified)	-5%
CC1=C(C(=O)OC(C)C)C(c2cccnc2)C2=C(CC(C)(C)CC2=O)N1 (stereo unspecified)	1%
CC1CCCN(S(=O)(=O)Cc2ccc(Cl)cc2)C1 (stereo unspecified)	13%
CC(C)(C)c1ccc(C(=O)NCCC(=O)N2CCN(c3ncccn3)CC2)cc1	3%
CCCCn1c(=O)c(C(=O)c2ccccc2)nc2ccccc21	23%
O=C1Nc2ncccc2OC1CCCl (stereo unspecified)	-6%
CC(=O)N1[C@H](Cc2ccccc2)C=C[C@]1(C)C(=O)NCc1cc(F)cc(C(F)(F)F)c1	-26%
COc1cc(S(=O)(=O)N2CCC(c3nc4ccccc4s3)CC2)ccc1S(=O)(=O)N1CC(C)CC(C)C1 (stereo unspecified)	7%
COc1ccc(CC(=O)Nc2cc(C)on2)cc1OC	6%
CCC(C)(C(=O)NC1CCCCC1)N(CC1CCCO1)C(=O)CNC(=O)c1ccccc1 (stereo unspecified)	-4%
COC(=O)Cn1c(C(=O)N2CCCC2)cc2c1C[C@H]1CN(C(=O)c3ccccc3)[C@@](Cc3ccccc3)(C(=O)OC)[C@@H]21	-28%
CCCCCC(=O)Nc1nc2ccccc2[nH]1	4%
COC(=O)c1ccccc1NC(=O)CN(c1ccc(OC)cc1)S(C)(=O)=O	-4%
COc1ccc(S(=O)(=O)N2CCC(C(=O)NCC3CCCO3)CC2)cc1C (stereo unspecified)	5%
COC(=O)c1ccc(CN(c2ccccn2)S(=O)(=O)c2ccccc2)cc1	5%
Cc1cccc(S(=O)(=O)c2c(N)n(/N=C/c3ccccc3)c3nc4ccccc4nc23)c1	21%
CCc1ccc(NC(=O)CSc2nc3n[nH]c(C)c3c(=N)n2-c2cccc(OC)c2)cc1	-19%
CC(C)c1ccc(C(=O)NCCCc2ccccc2)cc1	-12%
Cc1ccc(CNC(=O)NC2CCCCC2)cc1	4%
Cn1c(NCC(O)CO)nc2c1c(=O)n(Cc1ccc(Cl)c(Cl)c1)c(=O)n2C (stereo unspecified)	5%

The list goes on:
Compound	HT1080 cytotoxicity
CCn1ncc(/C=N/O)c1C	15%
Cn1c(-c2ccccc2)cnc1N	0%
CCCC[C@@H]1C[C@H]1C(NC(=O)c1ccccc1)c1ccccc1 (stereo partly specified)	-14%
CC(C)(C)C(=O)NC1=NCCS1	0%
N#CC(c1ccc(F)cc1)c1ccc(C(=O)c2ccc(F)cc2)cc1 (stereo unspecified)	6%
O=C(NC(NC(=O)c1ccccc1)C(=O)c1ccccc1)c1ccccc1	-2%
O=C(O)c1ccc(NC(CSCc2ccc(F)cc2)C(=O)O)c([N+](=O)[O-])c1 (stereo unspecified)	-1%
CCCCNc1cc(C)nc(N2CCOCC2)n1	2%
COC(=O)[C@@]1(Cc2ccc(F)cc2)[C@H]2c3cc(C(=O)N(C)C)n(C[C@H](O)CO)c3C[C@H]2CN1C(=O)c1ccccc1	2%
C/C(CC(C)(C)C1CCCCC1)=N\NC(N)=S	-1%
CC(CN1CCOCC1)C(=O)c1ccccc1 (stereo unspecified)	-10%
CC(C)C(O)(C#CCN1CCCC1)c1ccccc1 (stereo unspecified)	-12%
Cc1ccc(N(C(=O)C2CCC(=O)N2)C2(C(=O)NC3CCCC3)CCCCC2)cc1 (stereo unspecified)	-6%
Cc1cccc(N(NC(=O)C(C)(C)O)C(=O)c2ccccc2)c1	-17%
CC12CCC(C(=O)NCc3ccc(Cl)cc3)(OC1=O)C2(C)C (stereo unspecified)	0%
Cc1cc2c3c(c1C)C1(C(=O)N3C(C)(C)CC2C)C(C#N)=C(N)OC2=C1C(=O)CC(C)(C)C2 (stereo unspecified)	-4%
CCOc1ccc(NC(=O)CN(C2CCCCC2)S(C)(=O)=O)cc1	8%
O=C(CN1C(=O)C2CCCCC2C1=O)Nc1nc(-c2ccccn2)cs1 (stereo unspecified)	4%
COc1ccc2c(=O)c(-c3ccccc3)c(C)oc2c1	-14%
CC(C)(C)NC(=O)CN(C(=O)Cn1nnc(-c2ccc(Cl)cc2)n1)C1CCN(Cc2ccccc2)CC1	4%
Cc1cc2c(n1-c1ccc(C(N)=O)cc1)CC(C)(C)CC2=O	-12%
CCn1c(N)c(C(=O)NCCOC)sc1=S	-5%
Cc1ccc(-c2cc(C(=O)Nc3cnn(C(C)C)c3)no2)cc1	-13%
CCn1c(=O)cc(SCC(=O)Nc2cccc(SC)c2)c2ccccc21	1%
O=C(OCCN(C1=NS(=O)(=O)c2ccccc21)c1ccccc1Cl)c1ccc(Cl)cc1	2%
C(/C=C/c1ccco1)=N/N1CCN(c2ccccc2)CC1	-7%
CCCCCn1c(NC(=O)c2ccco2)c(S(=O)(=O)c2ccc(C)cc2)c2nc3ccccc3nc21	-18%
O=C(CSCc1ccccc1)NCc1ccc2c(c1)OCO2	-8%
CCC(C)(C)NC(=O)C(c1cccn1C)N(C(=O)Cn1nnc2ccccc21)c1ccc(OC)cc1OC (stereo unspecified)	7%
Cc1noc(NS(=O)(=O)c2ccc(NC(=O)CSc3nnc(-c4ccccc4)n3C3CCCCC3)cc2)c1C	-11%
FC(F)(F)c1cc(-c2ccccc2)nc2ncnn12	0%
O=C(CN1CCSCC1)N/N=C/c1ccc(F)cc1	-2%
Cc1ccc(S(=O)(=O)N2CC(=O)Nc3ccccc32)cc1	2%
CC(NC(=O)C(Cc1ccccc1)NC(=O)c1ccccc1)C(=O)O (stereo unspecified)	2%
O=C(CC1C(=O)N(c2ccc(F)cc2)C(=O)N1Cc1ccccn1)Nc1ccccc1 (stereo unspecified)	2%
Cc1ccccc1S(=O)(=O)Cc1ccc(C(=O)O)o1	5%
CC(C)(C)OC(=O)N[C@@H](Cc1ccccc1)C(=O)N1CCC(C(=O)O)CC1	-22%
Cc1ccc(Oc2ccc(OCC(=O)OC3CCS(=O)(=O)C3)cc2)cc1 (stereo unspecified)	-22%
O=C(NCCSc1ccccc1)c1cncc(Br)c1	-9%
COc1cc(C(=O)Nc2cccc3cccnc23)cc(OC)c1OC	5%
CCOc1ccccc1C1C(C#N)=C(N)Oc2cc(N)ccc21 (stereo unspecified)	-9%
Cc1c(NC(=O)c2ccc3c4c(cccc24)CC3)c(=O)n(-c2ccccc2)n1C	8%
Cc1ccc(S(=O)(=O)c2c(N)n(NC(=O)c3ccccc3C)c3nc4ccccc4nc23)cc1	-4%
O=c1oc2c(CN3CCOCC3)c(O)ccc2c2ccccc12	-2%
Cc1ccc(S(=O)(=O)Nc2ccnc3ccccc23)cc1	5%
CCCCCC1CC(CC(=O)Nc2nncs2)C(=O)O1 (stereo unspecified)	-6%
NC(=O)c1ccccc1N/C=C/C(=O)c1ccc(Cl)cc1Cl	0%
Cc1ccc(NC(=O)C2(c3ccccc3)CCCC2)nc1	7%
CCCOc1ccc(Br)cc1/C=N/O	-13%
CCOc1ccc(C(Nc2ccc(C)cc2)P2(=O)OCCC(C)O2)cc1 (stereo unspecified)	-5%

Additional compounds.
Compound	HT1080 cytotoxicity
Cc1ccccc1-c1nn[nH]n1	-4%
C=CCN1CC(c2nc3ccccc3n2Cc2cccc3ccccc23)CC1=O (stereo unspecified)	-6%
COc1ccc(S(=O)(=O)NCc2ccc3c(c2)OCO3)cc1C	-18%
CCOC(=O)Cc1c(C)nc2cc(C)nn2c1C	10%
CCn1cc(C(=O)NCc2ccc3c(c2)OCO3)c(=O)c2cc(F)c(N3CCN(C(=O)c4ccco4)CC3)cc21	-5%
NNc1nnc(-c2ccccc2)c(-c2ccccc2)n1	4%
COc1ccc(NC(=O)CSc2ccc(C)cc2)cc1	10%
O=C(Nc1ccc2nc(-c3ccco3)c(-c3ccco3)nc2c1)NC1CC1	-17%
CCc1c2c(nc3ccc(OC)cc13)COC2	11%
CCCNC(=O)c1ccc2snnc2c1	9%
CCOC(=O)N1CCC(NC(=O)c2cc(S(=O)(=O)N(CC)CC)ccc2F)CC1	4%
CC(C)(C)NS(=O)(=O)c1ccc(-c2csnn2)s1	-4%
CCOc1ccc2nc(NC(=O)CSc3ccc(Cl)cc3)sc2c1	0%
O=C(Nc1cccc(F)c1)NC1(C(=O)N2CCN3CCCC3C2)CCCCC1 (stereo unspecified)	-13%
COc1ccc2c(c1)C(C)=CC(C)(C)N2C(=O)Nc1ccccc1	-4%
O=C(NC1CCCCC1)c1cccc(Cn2cc(Cl)cn2)c1	-14%
O=S(=O)(c1cc(Cl)ccc1Cl)N1CCNCC1	-4%
